EphA4 KYL inhibition: inhibitors of EphA4 binding to KYL peptide, primary screen, biochemical, colorimetric, mouse EphA4 (AID 689) | inhibition, % at 10 µM; hits with a dose series show IC50 in µM | 62,000 tested, 0.1% active | Ephrin type-A receptor 4 (Mus musculus) | EphA4-AP binding to KYL peptide, pNPP A405; higher % means a stronger effect; in the data active = a potency from the dose series; inactive = the rest, 99 in 100 with inhibition below about 22%
* = called active by the depositor; & = joins results of further samples. This is a subset (hit frequency here may not be typical).

Sample of the layout, six compounds:
SMILES | EphA4 KYL inhibition
Cc1ccc(-n2cc(C(C)(C)C)[nH]c2=S)cc1 | -1%
CCC(C)(C)n1nnnc1C(c1cccs1)N1CCN(Cc2ccccc2)CC1 (stereo unspecified) | 5%
O=C(Oc1ccc(F)cc1C(=O)/C=C/c1cccs1)c1cccc([N+](=O)[O-])c1 | -9%
CC1CCN(S(=O)(=O)c2ccc3c(c2)oc(=O)n3CC(=O)NCc2ccc3c(c2)OCO3)CC1 | -4%
CCOC(=O)N1CCN(C(=O)c2ccc3c(=O)n4c(nc3c2)CCCCC4)CC1 | 8%
CCOC(=O)N1CCN(C(=O)CSCC(=O)Nc2nc(-c3ccc4c(c3)OCO4)cs2)CC1 | 4%

Main list, from the start:
SMILES | EphA4 KYL inhibition
Cc1ccc(-n2cc(C(C)(C)C)[nH]c2=S)cc1 | -1%
CCC(C)(C)n1nnnc1C(c1cccs1)N1CCN(Cc2ccccc2)CC1 (stereo unspecified) | 5%
O=C(Oc1ccc(F)cc1C(=O)/C=C/c1cccs1)c1cccc([N+](=O)[O-])c1 | -9%
CC1CCN(S(=O)(=O)c2ccc3c(c2)oc(=O)n3CC(=O)NCc2ccc3c(c2)OCO3)CC1 | -4%
CCOC(=O)N1CCN(C(=O)c2ccc3c(=O)n4c(nc3c2)CCCCC4)CC1 | 8%
CCOC(=O)N1CCN(C(=O)CSCC(=O)Nc2nc(-c3ccc4c(c3)OCO4)cs2)CC1 | 4%
O=C(NC(=S)Nc1cccc(C(F)(F)F)c1)c1ccco1 | 6%
CCC(C)C(=O)Nc1cc(C(=O)OC)cc(C(=O)OC)c1 (stereo unspecified) | 1%
CCOC(=O)C(C)Sc1nc(-c2ccco2)cc(C(F)(F)F)c1C#N (stereo unspecified) | -8%
CCCCN1C(=O)/C(=C/C=C2\N(C)c3ccccc3C2(C)C)SC1=S | 5.3µM*
Cc1ccc(CNc2nc3ccccc3n3cnnc23)cc1 | -16%
Cc1ccc2occ(CN3CCN(Cc4ccccc4)CC3)c(=O)c2c1 | -2%
CC(=O)Nc1c(S(=O)(=O)c2ccccc2)c2nc3ccccc3nc2n1Cc1ccccc1 | -4%
Cc1cc(OC2CCCCC2)nc(-c2ccccc2O)n1 | 5%
O=C(CCN1CCN(CC(=O)Nc2ccccc2F)CC1)Nc1ccccc1F | 14%
COc1ccc(CC(=O)NCC2CCCO2)cc1OC (stereo unspecified) | -9%
Cc1ccc(-n2ncc(-c3nnc(SCC(=O)NC4CCCC4)o3)c2N)cc1C | -13%
COc1c(Cl)cc(C(=O)Nc2ccc(Cl)cn2)cc1Cl | 0%&1%
O=C(c1cc(-c2cccs2)on1)N1CCN(c2ccccc2)CC1 | 1%
Cc1cc(C(=O)Nc2sc3c(c2C#N)CCC(C(C)(C)C)C3)no1 (stereo unspecified) | -1%
O=C(Nn1cnnc1)C1CCCN1S(=O)(=O)c1ccc(F)cc1 (stereo unspecified) | -3%
CC1CCCCN1Cc1nc2ccccc2c(=O)[nH]1 (stereo unspecified) | -16%
CCN1CCN(C(=O)C2CCN(Cc3cc(Cl)ccc3O)CC2)CC1 | -8%
FC(F)(F)C1=CC(c2ccccc2)=NCCN1 | 10%
Cn1c(=O)n(Cc2ccc(Cl)cc2)c(=O)c2c1nc1n2CCN1Cc1ccco1 | 15%
O=C(Nc1ccc(Cl)cn1)C1CCCN1S(=O)(=O)c1ccccc1 (stereo unspecified) | -8%
CCOc1cc(C=C2C(=O)NC(=O)NC2=O)ccc1OCCOc1ccc(C(C)(C)C)cc1 | -11%
N#Cc1c(-c2cccs2)nc(SCC(=O)c2cccs2)[nH]c1=O | -10%
O=C(Nc1ccc(Cl)cn1)C1CCCN1S(=O)(=O)c1ccc(Cl)cc1 (stereo unspecified) | 0%
CCCCNC(=S)NNC(=O)CCn1nc(C)c(Br)c1C | -9%
Cc1ccc(C(=O)NNC(=O)CSc2nnc(-c3ccncc3)n2C)cc1 | 37%
Cc1cccc(/C=C2\CCC(=C3SCCCS3)C2=O)c1 | -8%
O=C(O)CSc1nnc(-c2sc3ccccc3c2Cl)n1-c1ccccc1 | -14%
COc1ccccc1OCC(=O)Nc1ccccn1 | 3%
C=CCNC(=O)NS(=O)(=O)c1ccc(C)cc1 | -6%
Cc1ccc(C(C)C)c(OCC(O)CN2CCOCC2)c1 (stereo unspecified) | -2%
O=C(c1ccco1)N1CCN(C(=O)C2CCCN(S(=O)(=O)c3cccc4nsnc34)C2)CC1 (stereo unspecified) | -10%
O=C(COc1ccccc1)/C(=C(/O)c1ccccc1)c1nc2ccccc2[nH]1 | -4%
COCCNC(=O)Nc1ccc2c(c1)N(C)C(=O)CS2 | -4%
CC1(C)CCCC2=C1CC1C(=O)N(O)C(=O)C1C2 (stereo unspecified) | -8%
Cc1cc(C(=O)N/N=C/C=C/c2ccc3c(c2)OCO3)n[nH]1 | -26%
Cc1ccc(NC(=O)Cn2cnc3c2c(=O)n(C)c(=O)n3C)nc1 | -5%
Cc1onc(-c2ccccc2Cl)c1C(=O)NCC(=O)O | -15%
CCCCC(=O)Nc1cccc(NC(=O)c2ccc(Br)cc2)c1 | 0%
COc1ccc(NC(=O)Cn2nnc(-c3ccccc3NC(=O)c3ccco3)n2)cc1 | -4%
Cc1ccc(Nc2ncccc2C(=O)O)cc1C | -6%
CC(C)(C)NC(=O)CSc1ncnc2c1nnn2Cc1ccccc1Cl | 7%
NCCc1nnc(SCc2ccccc2F)o1 | -6%
COC(=O)c1c(S(N)(=O)=O)c2ccccc2n1C | -8%
Cc1ccc(C)n1NC(=O)c1ccc(O)cc1 | -5%
O=C(CSc1ccccc1)Nc1ccc(N2CCN(c3ccccc3)CC2)c(F)c1 | -4%
CSCC[C@H](NC(=O)CCn1nnc2ccccc2c1=O)C(=O)O | -1%
Cc1nnc(SCC(=O)N2CCOCC2)c2ccccc12 | 1%
COc1ccccc1C(=O)NCCc1nc2ccccc2[nH]1 | -16%
COc1ccc(C2C(C(=O)c3cccs3)=C(O)C(=O)N2c2nnc(C)s2)cc1OC (stereo unspecified) | -6%
CC(C)c1ccccc1N=C1SCCN1C1CCS(=O)(=O)C1 (stereo unspecified) | -12%
CCOc1ccc(S(=O)(=O)N2CCN(c3ccc(OC)cc3)CC2)c2cccnc12 | -8%
CCCn1c(=O)c(C(=O)Nc2ccccc2C(=O)OCC)c(O)c2ccccc21 | -14%
O=C(N1CCOCC1)C12CCC3CC(CC(C3)C1)C2 | -29%
COc1ccccc1Nc1nnc(SCC(=O)N2CCCC2=O)s1 | -8%

Retrieved by compound from above (5):
SMILES | EphA4 KYL inhibition
Cc1nnc(SCC(=O)N2CCOCC2)c2ccccc12 | 1%
Cc1ccc(C)n1NC(=O)c1ccc(O)cc1 | -5%
COC(=O)c1c(S(N)(=O)=O)c2ccccc2n1C | -8%
COc1ccc(C2C(C(=O)c3cccs3)=C(O)C(=O)N2c2nnc(C)s2)cc1OC (stereo unspecified) | -6%
CCOc1ccc(S(=O)(=O)N2CCN(c3ccc(OC)cc3)CC2)c2cccnc12 | -8%

Carrying on:
SMILES | EphA4 KYL inhibition
COc1ccc(/C=N/NC(=O)CCc2c(C)n[nH]c2C)cc1O | 13%
CCOC(=O)c1c(C)[nH]c(C)c1-c1ccccc1OC | 31%
COc1ccc2ccccc2c1C1NC(=O)NC(C)=C1C(=O)Nc1cc(Cl)ccc1C (stereo unspecified) | 5%
CCCC(c1nnnn1Cc1ccc(F)cc1)N1CCN(C2CCCCC2)CC1 (stereo unspecified) | -1%
Cc1cccc(OCCSc2cc(C)nc(N)n2)c1 | -16%
CCCCOc1ccc(C(=O)NCCC2(O)CCOC(C)(C)C2)cc1 (stereo unspecified) | 1%
CC(C)c1nnc(NC(=O)CCCCCN2C(=O)C3C4C=CC(C4)C3C2=O)s1 (stereo unspecified) | -3%
CC1CCCN(S(=O)(=O)c2ccc(NC(=O)CN3CCN(C)CC3)cc2)C1 (stereo unspecified) | -9%
COc1ccc(C(=O)/C=C/Nc2ccccc2I)cc1OC | -4%
CCOC(=O)c1c(C)oc2ccc(OCc3ccccc3)cc12 | -15%
Cc1noc(C)c1COC(=O)c1ccc2c(c1)OCO2 | -16%
CCCCN1C2=NCCCN2c2cc(C)c(C)cc21 | -9%

The last 2 compounds of the section above lead into the next.
SMILES | EphA4 KYL inhibition
Cc1noc(C)c1COC(=O)c1ccc2c(c1)OCO2 | -16%
CCCCN1C2=NCCCN2c2cc(C)c(C)cc21 | -9%
CC(C)CCNC(=O)c1cccc([N+](=O)[O-])c1 | -21%
CCCOc1ccc(C(=O)N2CC3(CC(c4cccc(NC(=O)[C@@H]5CCC(=O)N5)c4)=NO3)C[C@H]2C(=O)NC2(C(N)=O)CC2)cc1 (stereo partly specified) | -14%
O=C1C2C3c4ccccc4C(c4ccccc43)[C@@H]2c2nc3ccccc3n21 (stereo partly specified) | 2%
CC1=NN(C(=O)c2ccc(Cl)cc2)C(O)(c2cccnc2)C1 (stereo unspecified) | 9%
CN(Cc1ccccc1)C(=O)c1ccccc1NC(=O)c1ccccc1 | -7%
O=C1c2cnc3nc(SCc4ccc(Cl)cc4)nn3c2CC2c3ccccc3CCN12 (stereo unspecified) | -20%
CC(=O)N(c1ccc(Cl)cc1)c1c[nH]c2ccccc12 | -6%
CCCc1cc(=O)[nH]c(SCC(=O)c2cc(C)n(C)c2C)n1 | -7%
CCCc1cc2c(-c3ccccc3)cc(=O)oc2cc1OCC | -7%
O=C(COc1ccc(Cl)cc1)Nc1ccc2ccccc2c1 | -4%
c1ccc(-n2nnnc2N2CCOCC2)cc1 | 4%
Cc1ccc(C(=O)OCC(=O)Nc2ccccc2)cc1NC(=O)c1ccco1 | -5%
COC(=O)c1ccccc1Nc1ccccc1 | -12%
O=C(c1cccc(-n2cnnn2)c1)N1CC=C(c2ccccc2)CC1 | 10%
CN(C)CCOCCSc1ccc(Cl)cc1 | -5%
Cc1cc(C)n(S(=O)(=O)Cc2ccccc2)n1 | -7%
Cc1ccc(-c2noc(CCC(=O)Nc3ccccc3C)n2)cc1 | -5%
COC(=O)C1=C(C)N=C2SCCC(=O)N2C1c1cc(Br)ccc1OC (stereo unspecified) | -6%
COc1ccc(CCNC(=O)COc2ccc(S(=O)(=O)NC3CCCCC3)cc2Cl)cc1 | 30%
CCOc1cc2[nH]c(=S)n(CCN3CCCCC3C)c(=O)c2cc1OCC (stereo unspecified) | -13%
NC1=NS(=O)(=O)NC1c1ccc(Cl)cc1 (stereo unspecified) | -5%
Cc1ccc(-n2nc(C)cc2NC(=O)c2ccc(C)s2)cc1 | 5%
CCC1CCCCN1C(=O)COC(=O)c1cc2ccccc2cc1O (stereo unspecified) | 7%
Cn1ncc([N+](=O)[O-])c1C(=O)Nc1nc2ccccc2n1CCN1CCCCC1 | 9%
N/C(=N\c1nc2ccccc2o1)NC(=O)c1ccccc1F | -9%
Cc1onc(-c2ccccc2Cl)c1C(N)=O | -24%
CN1CCN(C(=O)c2ccc(-n3cccc3)cc2)CC1 | -9%
Cc1nnc(NC(=O)c2sc3ccccc3c2Cl)s1 | 3%
Cc1cccc(SCc2noc(C(=O)NC(C)C)c2C(=O)O)c1 | -4%
COC(=O)c1ccc(Nc2nc(C)cc(C)n2)cc1 | -15%
COc1ccc(NC(=O)C2CCN(C(=O)c3cccs3)CC2)c(OC)c1 | -18%
Clc1ccc2nc3ccccn3c2c1 | -6%
COCCCNC(=O)C1CCN(c2ncccn2)CC1 | -7%
O=C(C/C=N/OCc1ccccc1F)c1cnc(-c2ccc(Cl)cc2)s1 | -6%
O=C(O)Cc1cc2c(s1)CCCCC2 | -2%
CCOc1ccc(NC(=O)C2CCC(C)(C(=O)O)C2(C)C)cc1 (stereo unspecified) | -6%
OCC1(C2=NOC(O)(C(F)(F)F)C2)CCCCC1 (stereo unspecified) | -4%
CCCCC(=O)NCc1ccc2c(c1)cc(C)n2C | -28%
Clc1ccc(-c2nc3cnccn3c2NC2CCCC2)cc1 | -4%
Cn1c(NC(=O)c2ccco2)c(-c2ccccc2Cl)c(=O)c2ccccc21 | -27%
COC(=O)COC(=O)CC(CC(N)=O)c1ccccc1 (stereo unspecified) | -7%
CC1C(c2ccccc2)C(C#N)(C#N)C2(C#N)C(=O)NC1(N)C2C (stereo unspecified) | -9%
Cc1ccc(/C(N)=N/OC(=O)COc2ccccc2)cc1 | 17%
Cc1ccc(C)c(-c2cc(C(=O)Nc3sc(C)c(C)c3C(N)=O)c3ccccc3n2)c1 | -7%
Cc1ccc(S(=O)(=O)c2nc(Nc3nccs3)sc2Cl)cc1 | 7%
CN(C)CCN1C(=O)c2oc3ccccc3c(=O)c2C1c1ccc(F)cc1 (stereo unspecified) | -8%
O=C1N/C(=N/c2ccccn2)SC1Cc1ccccc1 (stereo unspecified) | -2%
Cc1cc(OCC(=O)Nc2cccc(Br)c2)ccc1Cl | 4%
C=CCn1c(SCC(=O)N2CCOCC2)nc(O)c(Cc2ccccc2)c1=O | -8%
COc1ccc(C2N=C(N)N=C(N)N2c2ccccc2OC)cc1OC (stereo unspecified) | -17%
CC(=O)Nc1ccc(-c2cc(NC(C)=O)n(-c3ccccc3)n2)cc1 | 6%
Cc1ccc(S(=O)(=O)NCCC(=O)NCc2ccccc2)cc1 | -30%
CCOc1ccc2nc(NC(=O)CN3CCN(C)CC3)sc2c1 | -10%
CC(=O)NCCn1c(SCc2ccccc2C)nc2ccccc2c1=O | -2%
Cc1cc(C(F)(F)F)nc(NCc2ccc(F)cc2)n1 | -10%
Cc1cc(C)nc(-n2nc(C)c(Sc3ccc(F)cc3)c2N)n1 | -11%
CCSc1nnc(NC(=O)c2c(-c3ccccc3Cl)noc2C)s1 | 10%
Cc1nnc(SCCOC(N)=O)n1C | -11%
COc1cc(OC)cc(-c2nnc(SCC(=O)N3CCOCC3)o2)c1 | 4%
Cc1cc(C)c(C#N)c(SCC(=O)NC2CC2)n1 | 6%
CCOC(=O)N1CCC(NC(=O)CNS(=O)(=O)c2ccc(Br)s2)CC1 | 6%
COc1ccc(-c2nc3c(c(SCC(=O)N4CCOCC4)n2)COC(C)(C)C3)cc1 | 2%
COc1ccc(-c2nnc(SCC(N)=O)n2N)cc1 | -4%

Screening results from PubChem BioAssay.
